DNMT1 inh – inhibitors of human DNMT1; inhibition (reported as % activation of signal), % at 10 µM; DNMT1 molecular beacon, Hinp1I cleavage, fluorescence; 0.83% of 360,000 active; P26358; in the data active = inhibition above about 50%
Target sequence (P26358 504-1616 limits assumed): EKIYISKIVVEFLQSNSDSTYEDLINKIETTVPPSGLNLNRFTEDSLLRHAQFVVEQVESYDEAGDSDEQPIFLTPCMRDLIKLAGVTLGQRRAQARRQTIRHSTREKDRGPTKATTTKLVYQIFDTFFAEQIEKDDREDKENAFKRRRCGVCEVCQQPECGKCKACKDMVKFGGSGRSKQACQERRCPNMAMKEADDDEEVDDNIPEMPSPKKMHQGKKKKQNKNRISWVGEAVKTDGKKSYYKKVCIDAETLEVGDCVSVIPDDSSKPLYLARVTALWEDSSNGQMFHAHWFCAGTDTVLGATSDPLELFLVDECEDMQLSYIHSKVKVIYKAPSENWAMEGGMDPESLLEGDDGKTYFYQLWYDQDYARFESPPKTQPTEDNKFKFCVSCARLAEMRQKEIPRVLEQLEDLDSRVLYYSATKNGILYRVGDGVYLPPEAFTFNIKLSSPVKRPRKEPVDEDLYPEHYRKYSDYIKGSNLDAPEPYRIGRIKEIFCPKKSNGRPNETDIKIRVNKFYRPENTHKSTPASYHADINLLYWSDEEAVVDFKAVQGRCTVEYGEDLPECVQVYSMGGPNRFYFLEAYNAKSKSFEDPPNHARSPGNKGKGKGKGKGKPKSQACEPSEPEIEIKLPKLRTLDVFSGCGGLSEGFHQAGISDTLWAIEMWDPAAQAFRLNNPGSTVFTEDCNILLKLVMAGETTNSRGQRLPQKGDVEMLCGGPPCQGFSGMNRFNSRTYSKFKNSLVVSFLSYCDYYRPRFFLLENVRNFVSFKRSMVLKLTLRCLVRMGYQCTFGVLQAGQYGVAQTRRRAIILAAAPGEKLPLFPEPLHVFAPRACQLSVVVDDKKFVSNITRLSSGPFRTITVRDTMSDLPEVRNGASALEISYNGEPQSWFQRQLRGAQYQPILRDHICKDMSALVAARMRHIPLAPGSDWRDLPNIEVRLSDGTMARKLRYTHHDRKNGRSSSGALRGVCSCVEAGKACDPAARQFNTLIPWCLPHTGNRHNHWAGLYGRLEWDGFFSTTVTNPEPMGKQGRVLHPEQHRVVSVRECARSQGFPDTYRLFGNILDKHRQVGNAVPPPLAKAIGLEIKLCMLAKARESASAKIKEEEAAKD
Scp1 inh – blocks human Scp-1 phosphatase activity | AID 493091 | 0.88% of 340,000 active | Q9GZU7 | inhibition, % at 20 µM | Recombinant Scp1, phosphopeptide, malachite green phosphate absorbance;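 active = inhibition above about 50% at 20 µM, limit read from the data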;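 also: plate controls were DMSO wells with enzyme for no effect and wells lacking enzyme for full effect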
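Test system: SCP-1 catalytic domain; Buffer or medium: Acidic Tris acetate buffer with magnesium and detergent; Also added: Phosphorylated 17-residue peptide substrate; Compound: single 20 µM dose, 1% DMSO; Schedule: enzyme reaction 45 min at room temperature, colour 5 min, stabilisation 30 min; Signal: Phosphate-binding colour reagent, absorbance read at 630 nm.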
Rin1 Abl inh – human Rin1-Abl interaction inhibition. inhibition, % at 7.35 µM. P00519+Q13671. AID 588664. TR-FRET Rin1/Abl binding, biochemical. 0.4% of 360,000 active; in the data active = inhibition above about 5%, passing the limit was not always enough
Rpn11 inh – Rpn11 (human) deubiquitinase inhibition. O00487. human 26S proteasome, Ub4-pepOG fluorescence polarization; 20S core pre-blocked with epoxomicin. calls only at 20 µM. 0.59% of 360,000 active. AID 588493;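 active = inhibition at 20 µM, scaled to each plate's controls, above about 33%, limit read from the data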
NadD block – NadD (S. aureus) enzyme inhibition; 0.78% of 360,000 active; purified NadD enzyme, colorimetric absorbance read-out; inhibition, % at 20 µM; in the data active = inhibition above about 26%; also: some compounds past the cut are filed as inactive
SUMO1-SIM PPI – alters human SUMO1 binding to SIM partners; inhibition, % at 20 µM; 0.33% of 360,000 active; SUMO1 binding to a labelled peptide, TR-FRET, 1 h; P63165; in the data active = inhibition above about 37%
LMPTP block – blocks human LMPTP phosphatase. P24666. recombinant LMPTP-A, OMFP fluorogenic substrate, fluorescence intensity. inhibition, % at 20 µM. 0.22% of 360,000 active. AID 651560;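 active = compounds that cut the enzyme signal by at least half of the control window in the single-dose screen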;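 also: plate controls were DMSO wells with enzyme plus substrate for no effect and substrate without enzyme for full effect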
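Test system: LMPTP-A phosphatase enzyme; input: 0.625 nM LMPTP-A final; reagent: OMFP substrate, 400 µM final; compound dosing: 20 µM single dose, 3% DMSO; incubation: 50 min dark incubation at room temperature; measured by: endpoint fluorescence intensity from OMFP dephosphorylation; measure: % inhibition relative to no-enzyme and uninhibited control wells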
CSN deneddyl inh – blocks human CSN-mediated cullin deneddylation; Q92905; Purified CSN, SCF-Nedd8-OG deneddylation, fluorescence polarization; inhibition, % at 12.5 µM; 0.38% of 360,000 active; AID 651999;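 active = pattern-corrected inhibition above about 35%, with an unprinted fluorescence ratio check between 0.5 and 1.5, limit read from the data, passing the limit was not always enough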;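 also: 0% = enzyme with substrate and 100% = substrate without enzyme; some results filed as inactive read as strong as hits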
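Assay system: HEK293T-derived human Csn5 enzyme; quantity: 0.24 nM enzyme; medium: Tris/NaCl/DTT buffer, pH 7.5; also added: substrate SCFSkp2-Nedd8OG, 10 nM; doses: 12.5 µM compound; schedule: 90 min reaction at room temperature; signal: FP; read-out: % inhibition of substrate cleavage by Csn5; benchmarks: substrate-only high control, full reaction low control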
Neddylation inh – cullin neddylation inhibition; P61081+Q13564; TR-FRET cullin neddylation, biochemical; calls only at 25 µM; 0.58% of 360,000 active; in the data active = inhibition above about 36%
STEP block – blocks human striatal-enriched tyrosine phosphatase. 0.25% of 360,000 active. recombinant STEP, OMFP fluorogenic substrate, fluorescence. inhibition, % at 20 µM. AID 588621. P54829;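 active = inhibition at 20 µM, scaled per plate between control wells, above about 37%, limit read from the data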;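 also: 0% = DMSO with enzyme and substrate and 100% = substrate only without enzyme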
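Also added – OMFP at 25 µM · Test system – STEP tyrosine phosphatase · Technique – FITC-channel fluorescence of OMFP product · Schedule – 20 min at room temperature, dark · Evaluation – control-normalized % inhibition with plate pattern correction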
* = called active by the depositor; i = inactive; . = not tested or not shown.

The line under a structure holds: Rpn11 inh, SUMO1-SIM PPI, Neddylation inh, CSN deneddyl inh, DNMT1 inh, LMPTP block, STEP block, Rin1 Abl inh, NadD block, Scp1 inh
CC1(C)S[C@@H]2[C@H](NC(=O)COc3ccccc3)C(=O)N2C1C(=O)OCc1ccccc1 (stereo partly drawn)
  i, 11.3, i, 32.6, 10.5, 2.4, -0.1, 1.1, -1.4, -3.8
CCc1ccc(NC(=O)Cn2ncc3c4ccccc4n(C)c3c2=O)cc1
  i, -2.3, i, 2.6, 38.4, -0.4, 1.2, -4.4, 4.5, -10.7
CC(=O)OCCNc1cc(N2CCN(C)CC2)c2noc3c2c1C(=O)c1ccccc1-3
  i, -35.0, i, -11.9, -14.7, 3.7, 4.8, -27.1, 25.2, 7.0
COc1ccc(S(=O)(=O)N2CCOCC2)cc1NC(=O)COC(=O)CC1CC2CCC1C2 (stereo not drawn)
  i, 1.7, i, 9.2, -8.1, 1.4, 1.4, -2.5, -8.7, -2.2
COc1ccc(-c2nnc(CSc3nc4ccccc4c(=O)n3C)o2)cc1OC
  i, 6.0, i, -0.2, -0.3, 0.4, -0.9, 1.0, 0.6, 5.2
NS(=O)(=O)c1ccc(N2N=C(c3ccccc3)CC2c2ccc(Br)cc2)cc1 (stereo not drawn)
  i, -0.8, ., -5.5, -19.6, 4.2, 1.0, 0.6, 4.1, .
O=C(O)C1Sc2[nH]c(=O)sc2C2c3cc(Br)ccc3OC(=O)C12 (stereo not drawn)
  i, 14.5, i, 7.2, -2.9, -2.6, 4.8, -0.4, -2.4, 1.3
O=[N+]([O-])c1ccc(CS(=O)Cc2ccccc2)cc1 (stereo not drawn)
  i, -85.6, i, -0.9, 1.1, -0.4, -1.4, 0.6, 1.0, 2.2
NC(=S)c1ccc(C(N)=S)o1
  i, -27.1, i, 2.1, -12.8, 1.6, -1.2, -5.3, -4.3, -5.2
COc1ccc(C(=O)Nc2ccc(C(=O)OCC(=O)c3cccc4ccccc34)cc2)cc1
  i, 0.8, i, -2.2, 23.6, -0.7, -0.6, -0.6, -3.5, -10.7
COc1ccccc1N1C(=S)N=C(Nc2c(C)cccc2C)C12CCCC2
  i, 3.5, i, 0.1, 2.5, -0.4, 3.6, -0.4, 1.8, -6.2
COc1ccc(NC(=O)c2nn(C)cc2[N+](=O)[O-])cc1
  i, -27.2, i, 4.3, 0.9, -0.3, 1.9, -1.2, -4.0, -5.0
CCN(CC)c1ccc(NC(=O)c2cc(OC)cc(OC)c2)c(C)c1
  i, 4.3, i, 7.1, -2.3, -1.8, 3.2, 1.1, 3.5, -7.7
Oc1ccc(Br)cc1C=Nc1ccc2[nH]ncc2c1
  i, -3.3, i, 3.9, 1.3, 1.3, -3.2, -2.6, 4.0, 3.2
Cc1nc(C)c(-c2ccc(SCC(=O)Nc3ccc(C)c(Cl)c3)nn2)s1
  i, -16.5, i, -0.8, -4.1, 1.1, 3.8, -3.4, 6.2, -7.2
O=C(NCCCn1ccnc1)C(=O)NCC1OCCCN1S(=O)(=O)c1ccc(F)cc1 (stereo not drawn)
  i, -0.2, i, 0.5, -1.2, -5.0, -0.4, 1.3, 5.5, -1.4
CCOC1=C2[C@@H](CN(S(=O)(=O)c3ccc(C)cc3)[C@H]2c2ccccc2Cl)[C@H]2C(=O)N(C)C(=O)[C@H]2C1
  i, 1.8, i, -2.8, -0.4, 0.6, 0.5, -2.4, -9.4, .
CC12CN(NC(=O)c3ccccc3F)C3(C#N)CC1CCC23C (stereo not drawn)
  i, -2.4, i, -3.0, 0.7, 1.3, 0.2, -2.0, -5.7, -7.4
CC1CC1c1ccc(/C=C(\C#N)C(=O)Nc2ccc(Cl)cc2Cl)o1 (stereo not drawn)
  i, 0.0, i, -1.4, -0.6, 2.5, 3.4, -1.9, -2.7, -3.9
Cc1cc(=O)n2nc(N3CCCC3C(=O)NCCCN3CC(C)CC(C)C3)sc2n1 (stereo not drawn)
  i, 2.0, i, 0.6, 24.8, -2.6, -1.5, 0.7, -0.5, 14.4
CCCCN(C(=S)NC(=O)c1ccccc1)c1c(N)n(Cc2ccccc2)c(=O)[nH]c1=O
  i, 0.9, i, 4.9, -3.1, -0.9, -3.7, 1.6, -1.1, -1.4
Cc1ccc2c(c1)c1c3n2CCN(CC#N)C3CCC1 (stereo not drawn)
  i, 6.0, i, -1.2, -0.2, 3.1, 3.1, 3.0, -5.2, 13.0
O=C(O)CCn1c(C2CCCCC2)nc2ccccc21
  i, 4.0, i, -8.7, 19.1, 0.5, 1.8, 0.9, -9.7, 20.2
CCn1c(SCC(=O)Nc2ccc(OC)c(OC)c2)nnc1-c1cnccn1
  i, -1.3, i, -1.8, 1.5, -1.5, -4.4, 3.5, 0.9, -2.2
COc1cc(/C=C/C(=O)Nc2nnc(C(C)(C)C)s2)cc(OC)c1OC
  i, -3.0, ., -2.9, 8.2, 1.8, 4.0, 0.4, -2.6, 23.1
CC(C)OCCCNC(=O)C1CC(=O)N(CCc2ccc(F)cc2)C1 (stereo not drawn)
  i, 4.2, i, -1.8, 2.3, 1.1, -1.9, -0.8, -0.3, -5.0
COC(=O)[C@]1(Sc2ccccc2)CC(=O)N[C@@H]1c1ccccc1
  ., 0.4, i, 4.7, ., -1.6, ., ., -5.9, .
COc1ccc(-c2csc(NC(=O)CCn3cnc4ccccc4c3=O)n2)cc1OC
  i, -0.4, i, -4.5, -9.4, 1.5, 2.9, -1.4, -3.2, -0.1
O=C(COC(=O)c1ccc(S(=O)(=O)NCc2ccco2)cc1)NCCC1=CCCCC1
  i, 0.5, i, 4.3, 35.6, 0.2, 2.4, 2.2, 1.5, 26.9
O=C(Nc1ccccc1)C1CCOC1=O (stereo not drawn)
  i, 0.9, i, -1.0, 2.6, 1.0, -0.5, 1.4, -7.1, -7.9

Some entries already given, showing only Neddylation inh and NadD block:
SMILES,Neddylation inh,NadD block
CCn1c(SCC(=O)Nc2ccc(OC)c(OC)c2)nnc1-c1cnccn1,i,0.9
COc1cc(/C=C/C(=O)Nc2nnc(C(C)(C)C)s2)cc(OC)c1OC,.,-2.6
CC(C)OCCCNC(=O)C1CC(=O)N(CCc2ccc(F)cc2)C1 (stereo not drawn),i,-0.3

Other entries.
The line under a structure holds: Rpn11 inh, SUMO1-SIM PPI, Neddylation inh, CSN deneddyl inh, DNMT1 inh, LMPTP block, STEP block, Rin1 Abl inh, NadD block, Scp1 inh
COc1cc(S(=O)(=O)N2CCN3CCCC3C2)ccc1-n1cnnn1 (stereo not drawn)
  i, 1.2, i, 2.7, 0.7, 0.0, -2.7, 1.8, -3.2, -8.0
CO[C@H]1[C@@H]2C=CO[C@@H](O[C@H]3O[C@@H](CO)[C@H](O)[C@@H](O)[C@@H]3O)[C@@H]2[C@@]2(CO)O[C@@H]12
  i, 3.1, i, 0.8, -1.9, -0.3, 0.1, 2.2, -3.6, -4.4
O=C(N[C@@H](Cc1ccccc1)C(=O)N1CCC2(CC1)NCCc1[nH]cnc12)c1cccc(Br)c1
  i, -7.6, i, -1.5, 0.1, -2.5, 0.1, 5.0, -8.3, -5.7
O=C(C[n+]1cc(-c2ccc(Br)cc2)n2c1CCCCC2)c1ccccc1
  i, 2.5, i, -11.2, -0.6, -0.2, 2.4, 4.6, 2.5, 2.7
Cn1ncc2c(Nc3ccc(Cl)cc3)ncnc21
  i, 0.3, i, -0.4, -0.1, 0.2, -3.5, 1.5, 2.0, -6.8
COC(=O)c1ccc(NC(=O)CSc2nnc(-c3ccccc3Br)n2-c2ccccc2)cc1
  i, 0.5, i, -4.6, 6.8, 0.9, -0.4, -0.4, 15.0, 7.4
CCOC(=O)c1[nH]c2c(c1C)C(=O)CC(c1ccc(OC)c(OC)c1)C2 (stereo not drawn)
  i, -0.4, i, 2.0, 0.2, -2.7, -4.8, 0.1, -1.3, -3.1
Cc1ccc(-c2ccc(CN3C(C)C(=O)N(Cc4cn(Cc5ccco5)nn4)CCS3(=O)=O)cc2)c(C)c1 (stereo not drawn)
  i, 3.1, i, 6.7, -11.7, 3.2, 3.0, 0.9, 0.5, .
CCN(CC(=O)Nc1ccc(OC)cc1)C(=O)C1CCN(C(=O)c2ccc(Cl)cc2)CC1
  i, -44.8, i, -0.1, 0.1, -10.0, -2.5, 5.7, -0.5, -4.8
CCCCn1c(=O)c2c(O)cc(=O)oc2c2ccccc21
  i, 12.4, i, 2.8, 3.5, 2.3, 2.4, -1.7, 1.7, -17.8
O=C(Cc1ccc(S(=O)(=O)N2CCOCC2)s1)N1CCN(S(=O)(=O)c2ccccc2[N+](=O)[O-])CC1
  i, -12.9, i, -3.7, -2.7, -0.7, -1.7, 0.5, 0.4, -5.7
Cc1ccccc1CS(=O)(=O)c1nnc([C@H](Cc2ccccc2)NC(=O)OC(C)(C)C)o1
  i, -5.9, i, -4.2, 6.4, -2.5, -1.9, 1.2, 9.1, -10.7
CCCCC(CC)CNS(=O)(=O)c1ccc2c(c1)CCN2C(=O)CCC(=O)O (stereo not drawn)
  i, 0.6, i, -0.1, 5.0, 0.1, -0.5, 0.6, 3.7, -2.8
CCCCn1c(=O)c(-c2ccccc2)c(O)c2ccccc21
  i, 5.1, ., 1.5, -2.2, -0.6, -1.3, 2.5, -0.3, -0.7
Cc1ccc(OCCC(=O)OCC(=O)c2c(N)n(C)c(=O)n(C)c2=O)cc1
  i, 8.3, i, 7.0, 12.4, -0.8, 1.3, 3.4, -2.9, 5.1
CCN1C(=O)[C@H]2[C@@H](c3ccc(C)cc3)N[C@]3(CCCN(CCC(C)C)C3=O)[C@H]2C1=O
  i, 0.7, i, 1.0, 0.1, -1.1, -1.7, -2.8, 3.4, .
O=C1OC(c2cccs2)Sc2ccccc21 (stereo not drawn)
  i, 8.2, i, -0.4, -0.2, 0.1, -0.2, -0.9, -0.4, .
COc1cccc(NC(=O)CN(C)CC(=O)Nc2ccc3c(c2)CCC3)c1
  i, -2.5, i, 2.6, -2.4, 2.6, -0.4, -0.5, 1.2, -3.4
CN(C(=O)c1ccc(S(=O)(=O)c2cccc(Cl)c2)c([N+](=O)[O-])c1)C1CCCCC1
  i, -17.0, i, 2.9, 19.6, 2.3, 2.3, 1.1, -4.9, 5.4
COC(=O)[C@@]1(Cc2ccc(F)cc2)[C@H]2c3cc(C(=O)N(C)C)n(CCc4ccc(OC)c(Br)c4)c3C[C@H]2CN1C(=O)c1ccccc1
  i, -0.9, i, -2.3, -5.8, 6.7, -0.1, 1.5, -3.2, -6.2
CNc1ccc(C(=O)OCC(=O)NCc2ccc3c(c2)OCO3)cc1[N+](=O)[O-]
  i, -10.6, i, 0.2, 6.5, 0.8, 0.4, 0.0, 0.4, 3.2
Cc1c(N2CCCC2)cc2c(c1N)C(C)(C)CC2(C)C
  i, 6.7, i, 4.3, -2.7, 1.5, 3.9, -0.1, -1.8, -9.1

3 compounds already listed, arranged by their value in DNMT1 inh, high to low.
Molecule	DNMT1 inh
CNc1ccc(C(=O)OCC(=O)NCc2ccc3c(c2)OCO3)cc1[N+](=O)[O-]	6.5
CCN1C(=O)[C@H]2[C@@H](c3ccc(C)cc3)N[C@]3(CCCN(CCC(C)C)C3=O)[C@H]2C1=O	0.1
O=C1OC(c2cccs2)Sc2ccccc21 (stereo not drawn)	-0.2

Compound activity from PubChem BioAssay.
